Screening data: PubChem BioAssay, National Center for Advancing Translational Sciences (NCATS)
Tb PFK block – inhibitors of T. brucei phosphofructokinase; T. brucei PFK, ADP-Glo luminescence; Potency, µM (titrated, usually from 57.5 µM), for inactives: at the top dose activity, negative = inhibition, most hits filed as inhibitors; actives 0.17% (n = 330,000); AID 485367;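 further: potency means the concentration at half of the fitted maximal effect; 0% = uninhibited 1x PFK enzyme wells and -100% = no-enzyme wells; nearly all actives have a fitted effect of over 60% in size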
Target sequence (O15648 whole entry, looked up): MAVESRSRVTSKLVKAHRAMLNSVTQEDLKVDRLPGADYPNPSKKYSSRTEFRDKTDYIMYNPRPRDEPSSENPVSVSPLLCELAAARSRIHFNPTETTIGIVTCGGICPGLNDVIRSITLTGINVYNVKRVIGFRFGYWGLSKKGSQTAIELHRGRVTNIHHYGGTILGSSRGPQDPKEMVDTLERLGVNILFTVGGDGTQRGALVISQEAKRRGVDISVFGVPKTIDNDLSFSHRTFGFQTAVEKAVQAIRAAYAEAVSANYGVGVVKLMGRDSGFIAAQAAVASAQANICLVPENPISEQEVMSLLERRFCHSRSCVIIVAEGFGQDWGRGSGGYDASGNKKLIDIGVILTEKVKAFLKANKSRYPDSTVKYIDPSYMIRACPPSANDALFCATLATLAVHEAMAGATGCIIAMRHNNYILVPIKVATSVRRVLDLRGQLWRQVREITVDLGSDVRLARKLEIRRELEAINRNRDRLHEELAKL
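Luminescent ADP detection (ADP-Glo, two-step: ATP depletion then ADP-to-ATP conversion for luciferase) reported PFK activity after 45 min room-temperature reaction of 1.25 nM enzyme with 0.5 mM F6P and 0.1 mM ATP at pH 8.0.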
ELG1 repair inh – inhibitors of ELG1-dependent DNA repair in HEK293T cells; HEK293T ELG1-luciferase reporter, luminescence, 16 h; DNA damage induced by 5-fluorouridine; Potency, µM (series often up to 46.1 µM), without a hit: top-dose activity change, negative = inhibition, usual class: inhibitors; actives 2.3% (n = 330,000); further: potency means the concentration at half of the fitted maximal effect; on the % scale 0 is the no-effect control and ±100 the full control effect; nearly all actives have a fitted effect of over 55% in size
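DMSO vehicle served as the neutral condition. Each well held 2,000 cells given 5-fluorouridine plus compound; after 16 hr at 37 °C/5% CO2, ONE-Glo was added and luciferase measured 30 min later.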
NPC1 prom act – NPC1 promoter activation. Potency, µM (top dose mostly 9.22 µM), inactives show top-dose activation, hits mostly activators. Huh7 NPC1 promoter luciferase reporter, 24 h. actives 2.4% (n = 320,000). AID 485313;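 further: potency means the concentration at half of the fitted maximal effect; % of control where 0% means no effect; nearly all actives have a fitted effect of over 60% in size; reporter is driven by a mutant NPC1 promoter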
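Luciferase expression driven by the NPC1 promoter was measured in stably transfected Huh7 cells after a 24 h compound incubation, using a luciferase reagent and a luminescence read.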
FLuc modulator – firefly luciferase modulation, counter-screen for miR-21 project | P08659 | purified FLuc, Km substrates, luminescence inhibition | Potency, µM (series often up to 57.5 µM), without a hit: at the highest dose activity change, negative = inhibition, actives largely listed as inhibitors | actives 6.9% (n = 360,000);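 further: potency means the concentration at half of the fitted maximal effect; plate controls were vehicle for no effect and reference inhibitor for full effect; nearly all actives have a fitted effect of over 55% in size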
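Purified P. pyralis luciferase (10nM final) with 10uM D-luciferin and 10uM ATP (Km levels) in 50mM Tris acetate pH 7.5, 10mM Mg acetate, 0.01% Tween-20, 0.05% BSA; qHTS 6-point titration, ~60 µM downward; luminescence read.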
p53 reactivation – restores transcriptional activity of mutant p53; H1299 p53-A138V BP100-luciferase reporter, luminescence, 24 h; Potency, µM (titrated, usually from 92.2 µM), inactives show at the top dose activity change, positive = activation, most hits filed as activators; actives 0.063% (n = 320,000); further: potency means the concentration at half of the fitted maximal effect; % of control where 0% means no effect; nearly all actives have a fitted effect of over 45% in size
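p53-null H1299 cells stably carrying temperature-sensitive p53-A138V and a BP100-luciferase reporter were pinned with compounds (4-point, 1:5 series) and held 24 hrs at 37 deg C. Luminescence was read 10 min after detection reagent.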
BRCA1 expr act – increases BRCA1 expression; MCF7-BRCA1-FFLuc reporter, luminescence, 48 h; response scale: scaled: vehicle 0%, 10 µM genistein 100%; Potency, µM (titrated, usually from 46.1 µM), for inactives: top-dose activation, hits mostly activators; actives 1.1% (n = 380,000); further: potency means the concentration at half of the fitted maximal effect; nearly all actives have a fitted effect of over 80% in size; some results filed as inactive show a strong effect at the top dose
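Cells: MCF7-BRCA1-FFLuc, 2000/well. Exposure: 48 h, 37 °C, 5% CO2. Read: luminescence, 15 min post-substrate. Controls: genistein 10 microM (maximal activation), DMSO (neutral).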
VP16 counter – inhibits Gal4-VP16 luciferase reporter, ROR gamma counter-screen. Drosophila S2 Gal4-VP16 UAS-luciferase, luminescence, 20 h. Potency, µM (top dose mostly 53.6 µM), without a hit: at the top dose activity, negative = inhibition, hits mostly inhibitors. actives 3.5% (n = 310,000). AID 2546;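 further: Gal4-VP16 expression switched on by copper sulfate through the metallothionein promoter; potency means the concentration at half of the fitted maximal effect; on the % scale 0 is the no-effect control and ±100 the full control effect; nearly all actives have a fitted effect of over 50% in size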
Rab9 prom act – activates the Rab9 promoter. Huh7 Rab9 promoter-luciferase reporter, luminescence, 24 h. Potency, µM (doses to about 9.22 µM), for the others: top-dose activation, negative = inhibition, most hits filed as activators. actives 2.8% (n = 320,000). AID 485297; further: potency means the concentration at half of the fitted maximal effect; % of control where 0% means no effect; nearly all actives have a fitted effect of over 60% in size
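Cells were plated at 1500 per well in reduced-serum medium with 10% FBS and left 2 h. Compound in DMSO was then added for 24 h at 37 °C. Reporter signal was read by luminescence after 10 min with luciferase detection reagent.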
RORgamma inh – ROR gamma (mouse) transcription inhibition | P51450 | Drosophila S2 Gal4-RORgamma UAS-luciferase reporter, 20 h | Potency, µM (highest dose often 53.6 µM), inactives show at the top dose activity change, negative = inhibition, most hits filed as inhibitors | actives 5.4% (n = 310,000) | AID 2551; further: potency means the concentration at half of the fitted maximal effect; on the % scale 0 is the no-effect control and ±100 the full control effect; nearly all actives have a fitted effect of over 60% in size
Target sequence (P51450 whole entry, looked up, the tested form may be a part): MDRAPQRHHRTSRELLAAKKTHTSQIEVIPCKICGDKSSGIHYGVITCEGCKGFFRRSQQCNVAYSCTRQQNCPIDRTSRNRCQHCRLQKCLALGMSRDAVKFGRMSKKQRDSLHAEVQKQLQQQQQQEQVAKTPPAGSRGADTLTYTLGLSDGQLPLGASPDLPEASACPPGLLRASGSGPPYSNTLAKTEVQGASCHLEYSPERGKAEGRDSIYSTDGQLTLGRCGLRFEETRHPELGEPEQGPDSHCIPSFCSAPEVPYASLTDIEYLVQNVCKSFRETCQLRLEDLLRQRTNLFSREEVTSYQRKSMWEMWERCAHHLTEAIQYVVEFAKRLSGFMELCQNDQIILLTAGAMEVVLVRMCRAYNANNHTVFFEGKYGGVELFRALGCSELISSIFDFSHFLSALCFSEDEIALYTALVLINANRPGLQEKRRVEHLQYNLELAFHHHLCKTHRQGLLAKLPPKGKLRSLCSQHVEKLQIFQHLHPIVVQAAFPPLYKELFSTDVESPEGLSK
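A Gal4/UAS one-hybrid system in insect cells: metallothionein-promoter Gal4–ROR gamma fusion plus Photinus luciferase reporter. Copper sulfate 700 uM final, 20 hr ambient incubation, luminescent detection after 10 min with reagent.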
ELG1 genotox – inducers of genotoxicity in HEK293T ELG1-luciferase cells | HEK293T ELG1-luciferase reporter, luminescence, 16 h | Potency, µM (highest dose often 46 µM), inactives show top-dose activity change, positive = activation, hits mostly activators | actives 1.3% (n = 330,000); further: potency means the concentration at half of the fitted maximal effect; % of control where 0% means no effect; nearly all actives have a fitted effect of over 60% in size
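After overnight (16 hr) compound treatment at 37 °C, ELG1-luciferase HEK293T cells were lysed with ONE-Glo; luminescence quantified 30 min later at room temperature.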
TRPV1 agonist – activates the human vanilloid receptor TRPV1; activation, % at 8.33 µM; actives 0.19% (n = 320,000); TRPV1-expressing cells, Fluo-8 calcium influx, agonist mode; Q8NER1; AID 540275; in the data active means activation above about 80%; inconclusive means between about 30% and that limit; further: 0% is about no effect
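Cells expressing TRPV1 were dye-loaded with Fluo-8 and read kinetically: 10 s baseline, 3 min after compound (agonist portion), then 2 min after EC20 capsaicin (allosteric enhancer portion). Calcium-bound dye fluorescence at 480/520 nm.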
* = called active by the depositor; ? = inconclusive; · = no result given; & = joins results of further samples; [ ] = another dose, or the depositor's remark. Unless noted, the call rests on the fitted dose curve; in most records, active means well fitted curve in the direction sought with a large enough effect; inconclusive means small, poorly fitted or top-dose-only effect, or another doubt; inactive means no such curve, though single readings can be large; an effect the other way counts as inactive or inconclusive.

canonical_smiles	Tb PFK block	ELG1 repair inh	NPC1 prom act	FLuc modulator	p53 reactivation	BRCA1 expr act	VP16 counter	Rab9 prom act	RORgamma inh	ELG1 genotox	TRPV1 agonist
CCOC(=O)/C(C#N)=C/Nc1cc(F)ccc1C	-3%	-3%	-3%	-18%	4%	2%	1%	-7%	-5%	2%	22
c1ccc(SCCCCN2CCOCC2)cc1	2%	8%	-3%	1%	·	27%	0%	3%	-1%	6%	1
CC(=O)N(c1c(C)n(C)n(-c2ccccc2)c1=O)C1(C(=O)NC2CCCCC2)CCCCC1	-1%	0%	0%	-2%	-3%	0%	0%	3%	-26%	0%	1
NS(=O)(=O)c1cccc(NC(=O)c2cc(=O)c3ccccc3o2)c1	1%	?	-1%	-9%	13%	-6%	0%	-1%	?	-1%	-3
CCc1ccc(CNC(=O)c2ccc3c(c2)NC(=O)C(N2CCOCC2)S3)cc1 (stereo not given)	-13%	?	-5%	1%	-3%	-36%	-7%	-6%	30%	-1%[9.26 µM]	-4
COc1ccc(C(=O)NCCCOC(C)C)cc1OC1CCN(C(C)=O)CC1	-3%	?	24%	?	-18%	33%	1%	?	4%	17%	-1
C[C@H](NC(=O)c1ccc(Br)cc1)C(=O)NCc1ccc(S(N)(=O)=O)cc1	4%	?	17%	-7%	-7%	20%	-28%	-1%	-9%	-1%	-6
S=C(NCCc1ccccc1)Nc1c(Cl)cccc1Cl	-18%	6%	-3%	-11%	3%	7%	-27%	-5%	13µM*	-1%	5
C/C(N)=C(\C#N)C(=O)NCc1ccccn1	1%	?	4%	-9%	?	30%	11%	0%	-3%	7%	4
COc1ccc(C(=O)c2cc([N+](=O)[O-])ccc2N2CCOCC2)cc1	0%	?	-11%	1%	3%	-71%	3%	-27%	-15%	14%	1
CC(C)(C)c1ccc2c(c1)N(CC(=O)N1CCCC1)C(=O)CO2	4%	-3%	3%	-1%	-5%	-9%	-3%	-1%	?	0%	4
COc1ccc(CNC(=O)c2c(C)cc(=O)oc2C)cc1OC	-3%	3%	0%	9%	0%	-34%	-2%	-3%	8%	3%	0
O=[N+]([O-])c1cnccc1Nc1cccc(F)c1	-7%	-7%	-2%	-1%	-12%	0%	-2%	1%	31%	1%	4
CCCCn1c(N)c(N(CCOC)C(=O)CCCc2nc3ccccc3c(=O)[nH]2)c(=O)[nH]c1=O	1%	15%	-5%	6%	11%	-17%	·	?	·	2%	-1
Cc1c(S(=O)(=O)Nc2cccc(Cl)c2)c(=O)n(C)c(=O)n1C	2%	1%	2%	1%	-3%	-4%	-4%	1%	-11%	-1%	0
Cc1cc(C)n(CCCNC(=O)c2ccc3c(c2)NC(=O)CS3)n1	3%	-5%	-1%	4%	-8%	-8%	-9%	-5%	4%	-2%	-2
CCCCn1c(N)c(N(CC(C)C)C(=O)c2ccc(C)o2)c(=O)[nH]c1=O	-8%	22%	-1%	-1%	-12%	0%	·	-2%	·	1%	-3
Cc1cc(=O)oc(C)c1C(=O)Nc1ccc(N(C)C)cc1	2%	-2%	-3%	4%	0%	-6%	4%	-2%	-20%	1%	-5
O=C(NCc1ccc(Cl)cc1)C(=O)c1cn(CC(=O)N2CCOCC2)c2ccccc12	-13%	10%	-3%	-17%	0%	33%	11%	-2%	15%	6%	1
CNC(=O)c1cc(C(=O)c2ccc(Cl)cc2)c(Br)[nH]1	2%	-3%	-12%	3%	-1%	1%	5%	-4%[1.84 µM]	-2%	1%	-4
Cc1cc(C(=O)CN2C(=O)NC3(CCCc4ccccc43)C2=O)c(C)n1C (stereo not given)	0%	9%	-1%	-14%	15%	7%	-4%	0%	4%	-3%	-1
CCOC(=O)/C(N=Nc1cc(C(=O)O)cc(C(=O)O)c1)=C(\O)CCl	13%	10%	-2%	1%	-2%	11%	1%	0%	11%	4%	-6
O=C(COC(=O)c1nc(Cl)ccc1Cl)Nc1ccccc1OC(F)F	-5%	10%	1%	0%	-3%	-14%	-6%	-2%	4%	-1%	1
CN1CCN(S(=O)(=O)c2cccc(C(=O)N(c3ccccn3)C3CCCCC3)c2)CC1	-1%	2%	-3%	4%	2%	6%	1%	11%	-1%	4%	3
CC(=O)N1CCc2cc(S(=O)(=O)CCC(=O)Nc3ccccc3F)ccc21	-1%	0%	-5%	3%	2%	9%	-13%	-2%	0%	-2%	-2
COc1ccc(C2=C(Nc3ccccc3)c3ccccc3C2=O)cc1	5%	?	3%	-3%	-10%	0%	-13%	8%	-22%	7%	?
CCc1ccc(-n2c(SCc3c(C)noc3C)nnc2-c2ccncc2)cc1	0%	-9%	-2%	0%	1%	-23%	-6%	-3%	-7%	1%	0
CCOc1cc(/C=C2/C(=O)ON=C2C)ccc1OCc1ccc(F)cc1	8%	22%	-8%	-15%	8%	5%	3%	-8%	-10%	-20%	2
Cc1cc(C(=O)Nc2ccc(C)c(S(=O)(=O)N3CCOCC3)c2)c(C)o1	-1%	-9%	1%	-16%	2%	0%	-2%	-3%	1%	0%	7
CCOc1cccc(=O)c2c(C)oc(C)c12	2%	5%	1%	2%	-2%	7%	3%	-1%	-24%	-1%	5
Cc1cccc(CN2CCSc3sccc3C2=O)c1	4%	-2%	1%	3%	-4%	24%	-4%	-1%	45%	3%	9
COc1ccc(Nc2nnc(SCC(=O)Nc3ccc4[nH]c(=O)[nH]c4c3)s2)cc1	0%	6%	3%	2.4µM*	-3%	11%	0%	11%	?	6%	-5
O=[N+]([O-])c1ccc(C[n+]2cc(-c3ccc(Cl)c(Cl)c3)n3c2CCCCC3)cc1	-12%	0%	2%	1%	8%	-7%	-15%	-5%	0.25µM*	2%	-1
COc1cc(C(=O)NNC(=O)C2CC2)cc(OC)c1OC	-2%	-10%	-3%	-1%	0%	2%	-3%	-2%	-2%	-9%	2
Cc1nc2ccccc2c(=O)n1N	0%	-5%	0%	-1%	-2%	12%	5%	-3%	0%	-8%	-3
Cc1cccc(NC(=O)COC(=O)C2COc3ccccc3O2)c1C (stereo not given)	13%	12%	·	·	4%	-13%	·	·	·	5%	·
Cc1ccccc1Nc1nnc(SCC(=O)NCc2ccco2)s1	-6%	-18%	1%	3%	23%	7%	6%	4%	-3%	0%	0
CCCn1c(N)c(N(CCOC)C(=O)c2c(CC)noc2C)c(=O)[nH]c1=O	0%	25%	-1%	0%	-1%	-2%	·	-3%	·	2%	1
COc1ccc(-c2cc(=O)c3c(OC)c(OC)c(OC)c(OC)c3o2)cc1OC	0%&-2%	?	-2%&-2%	5%&2%	-8%	-30%	-2%&0%&-4%	-5%&-9%	?	1%	0&0
Cn1cnnc1SC(C(=O)Nc1ccc(F)cc1)c1ccccc1 (stereo not given)	0%	1%	4%	0%	-4%	-27%	-2%	-5%	-32%	0%	-2
Cc1ccc(OCCn2c(SCCO)nc3c(N)ncnc32)cc1	0%	-8%	-4%	-4%	-1%	1%	-2%	-3%	?	-8%	2
COc1ccc(OC)c(C(O)c2nc3ccccc3n2C)c1 (stereo not given)	2%	3%	3%	2%	·	-1%	0%	-4%	2%	-3%	-4
COc1ccccc1CN1C(=O)c2ccccc2C1C(=O)NC1CCC(C)CC1 (stereo not given)	-3%	-11%	2%	-4%	-3%	-17%	7%	-3%	6%	-2%	21
Cc1sc2nc(SCCN(C)C)n(-c3ccccc3)c(=O)c2c1-c1ccc(F)cc1	4%	-20%	-3%	0%	-1%	-29%	1%	-1%	-27%	0%	4
CCCNCC(=O)Nc1cccc(S(=O)(=O)NC2=NCCCCC2)c1	-4%	5%	·	·	-8%	-18%	·	·	·	0%	·
CCOC(=O)N1CCN(c2c(N3CCc4ccccc43)c(=O)c2=O)CC1	-1%	-1%	4%	-1%	-3%	-1%	6%	-17%	-8%	1%	·
CCN1CCN(c2nc3ccccc3nc2C(C#N)S(=O)(=O)c2ccc(C)cc2)CC1 (stereo not given)	0%	-4%	-1%	3%	3%	-27%	-5%	3%	5%	-7%	-1
Cn1nc(C(=O)NNC(=O)c2ccc(Cl)c(S(N)(=O)=O)c2)c2ccccc2c1=O	1%	26%	0%	5%	13%	-36%	·	5%	·	2%	-2

Hits appear at their usual frequency (roughly 15% active in at least one column).
